High-throughput results deposited in PubChem by Columbia University Molecular Screening Center.
Htt clearance = compounds clearing mutant huntingtin protein. HeLa Exon1htt(103Q)mCFP, aggregate imaging; zero = plate's median compound well. inhibition, % at 1.5 µM. 0.42% of 47,000 active. AID 853;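 active = inhibition of aggregate fluorescence above about 70%, also judged a hit by eye on the cell image, limit read from the data, passing the limit was not always enough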;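 also: cells exposed to compound for three days before fixation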
Htt clearance grain fraction = second read-out of Htt clearance, no call of its own (marks repeat the call); fraction fluorescence in grains; measured here: aggregate grain fluorescence fraction; stronger effect = lower value;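 scaled fraction of total cell fluorescence in grains with unit not stated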
Starred values were filed as active, the others as inactive; i = inactive.

SMILES	Htt clearance	Htt clearance grain fraction
CCN(CC)c1ccc2cc(-c3nc4ccccc4n3C)c(=O)oc2c1	i	288
O=C(O)C(NC(=O)c1ccccc1)=C(Cl)Cl	-12	43
CCNC(=S)NC1CC2CCC(C1)N2Cc1ccccc1 (stereo not given)	-36	42
N#C/C(=C\c1cccs1)Sc1nc2ccccc2s1	3	18
O=C(NO)c1cc(OCC(F)(F)F)ccc1OCC(F)(F)F	-18	44
COc1ccc(-c2nnc(-c3cc4c(ccc5ccccc54)oc3=O)o2)cc1	-49	59
O=C(CN(c1ccc(F)cc1)S(=O)(=O)c1ccccc1)NCc1ccco1	-47	27
O=C(Nc1nnc(-c2ccccc2)s1)c1ccc(Cl)c(S(=O)(=O)N2CCOCC2)c1	-35	43
O=C(c1ccc2c(c1)OCO2)N(c1ccc(F)cc1)C1C=CS(=O)(=O)C1 (stereo not given)	-14	42
CCN1C(=O)/C(=C2\SC(=S)N(CCCOC)C2=O)c2ccccc21	-40	49
Cn1c(=O)c2c(nc(Br)n2CCSc2nnnn2-c2ccccc2)n(C)c1=O	-15	25
COc1ccc(S(=O)(=O)N2CN(Cc3ccco3)c3nc4ccccc4nc32)cc1	-51	28
Cc1ccnc(NC(=O)c2ccc(NC(=O)c3ccco3)cc2)c1	26	13
COc1ccccc1N1CCN(C(=O)CN(Cc2ccccc2)S(C)(=O)=O)CC1	0	19
CC(=O)NC(C(=O)NCC(N)=O)C(C)C (stereo not given)	-108	38
O=C(NC1CCCC1)C1CC(=O)N(CCc2ccccc2)C1 (stereo not given)	44	21
COC(=O)c1ccccc1S(=O)(=O)N(CCCN1CCOCC1)Cc1cccs1	15	15
O=C(c1ccc2c(=O)n(C3CCCC3)c(=S)[nH]c2c1)N1CCc2ccccc21	-6	43
Cc1snc2sc(C(=O)c3ccc(Br)cc3)c(N)c12	28	14
COc1ccc2c(-c3ccccc3)cc(N3CCOCC3)nc2c1	8	19
CN(C)c1ccc(C(=S)N2CCOCC2)cc1Br	-15	39
CC(=O)Cc1nsc(NC(=O)c2cccs2)n1	6	37
CCn1c(COc2ccc3c(c2)CCCC3)nnc1SCC(=O)Nc1nccs1	-26	47
CC(C)N(C(=O)CSc1nn2c(=O)c(C(C)(C)C)nnc2s1)c1ccccc1	-4	34
O=C(c1c[nH]c2ccc(F)cc2c1=O)N1CCCCCC1	-8	21
Cc1csc(NC(=O)C2CCCN2C(=O)OCC(C)C)n1 (stereo not given)	-18	41
O=C(c1ccccc1)N1CCN(c2ccccc2F)CC1	-16	20
O=C(Cn1cnc2c(cnn2-c2ccccc2Cl)c1=O)N1CCc2ccccc21	27	25
CC(Oc1ccc(Cl)cc1Cl)c1nc(-c2ccccn2)no1 (stereo not given)	-62	62
Cn1nc(-c2ccc(C(=O)Nc3cccnc3)cc2)c2ccccc2c1=O	6	17
Cn1c(=O)c2c(nc(Br)n2C)n(C)c1=O	-24	22
CCn1c(SCC(=O)NCCOC)nc2sc3c(c2c1=O)CCCC3	-13	24
Cc1ccc(C(C)C)c(OCCNS(C)(=O)=O)c1	-20	20
O=C(NCc1ccco1)C1(c2ccc(Cl)cc2)CCCC1	-12	26
COc1ccc(C(c2nnnn2C2CCCCC2)N2CCN(c3ccccc3)CC2)cc1 (stereo not given)	-17	21
O=C(Nc1cccc2c1CCCC2)C1CCN(C(=O)NC2CCCCC2)CC1	-51	61
N#C/C(=N\Nc1ccc(F)cc1)C(=N)N1CCCCC1	-3	20
CCCn1c(SCCN2C(=O)c3ccccc3C2=O)n[nH]c1=O	21	16
S=C(NN=C1C2CC3CC(C2)CC1C3)Nc1ccccc1	-4	24
CCc1ccc(NC(=O)C2CCCCC2C(=O)O)cc1 (stereo not given)	-57	67
c1ccc(-c2oc3ncnc(NCCCN4CCOCC4)c3c2-c2ccccc2)cc1	8	31
O=C(Nc1ncccc1Cl)C1COc2ccccc2O1 (stereo not given)	-370	149
Cc1cccc(CSc2nc(N)c(C#N)c(-c3cccs3)c2C#N)c1	33	12
COc1ccc(-c2c(C)nn(-c3ccccc3)c2N)cc1	-14	43
Cc1n[nH]c(C)c1S(=O)(=O)N1CCCC(C(=O)N2CCc3ccccc32)C1 (stereo not given)	27	21
Cc1ccc(C)c2c1sc(=NC(=O)CN1C(=O)CCC1=O)n2C	-3	49
CCCC(=O)N1CCN(c2nc(CC(C)C)c3c(c2C#N)CCC3)CC1	12	31
CC(C)(C)n1nnnc1CN(Cc1ccco1)Cc1cc2cc3c(cc2[nH]c1=O)OCO3	12	14
CCOC(=O)c1c(N)sc(C(=O)N(C)C)c1C	-59	32
O=C(c1cccs1)c1coc2ccc(O)c(CN(CCO)CCO)c12	-48	28
CCOc1ccccc1NC(=O)Nc1cc(OC)ccc1OC	-10	22
O=C(COC(=O)c1ccc(Cl)c(S(=O)(=O)N2CCCC2)c1)NC1CCCC1	-23	24
C=CCN=C1SC(C)C(=O)N1S(=O)(=O)c1ccccc1 (stereo not given)	-21	24
CCc1ccc2c(CN(CC)Cc3nc4ccccc4c(=O)[nH]3)cc(=O)oc2c1	41	22
O=C(CSCc1nc2ccccc2[nH]1)N1CCN(c2cccc(Cl)c2)CC1	38	11
Nc1cc(=O)[nH]c(SCC(=O)Nc2cccc(Cl)c2)n1	40	20
CCC(=O)Nc1cc(C)c(NC(=O)CCc2ccccc2)cn1	26	31
COc1ccc(OC)c(S(=O)(=O)Nc2ccc(OCC(=O)O)cc2)c1	-264	164
C=CCn1cc(Cl)c(=O)n(CC=C)c1=O	-76	60
O=C1CCCC2=C1C(c1ccsc1)CC(=O)N2c1ccccc1 (stereo not given)	23	36

18 of the compounds above, with bars between the fields:
SMILES | Htt clearance | Htt clearance grain fraction
Cc1cccc(CSc2nc(N)c(C#N)c(-c3cccs3)c2C#N)c1 | 33 | 12
COc1ccc(-c2c(C)nn(-c3ccccc3)c2N)cc1 | -14 | 43
Cc1n[nH]c(C)c1S(=O)(=O)N1CCCC(C(=O)N2CCc3ccccc32)C1 (stereo not given) | 27 | 21
Cc1ccc(C)c2c1sc(=NC(=O)CN1C(=O)CCC1=O)n2C | -3 | 49
CCCC(=O)N1CCN(c2nc(CC(C)C)c3c(c2C#N)CCC3)CC1 | 12 | 31
CC(C)(C)n1nnnc1CN(Cc1ccco1)Cc1cc2cc3c(cc2[nH]c1=O)OCO3 | 12 | 14
CCOC(=O)c1c(N)sc(C(=O)N(C)C)c1C | -59 | 32
O=C(c1cccs1)c1coc2ccc(O)c(CN(CCO)CCO)c12 | -48 | 28
CCOc1ccccc1NC(=O)Nc1cc(OC)ccc1OC | -10 | 22
O=C(COC(=O)c1ccc(Cl)c(S(=O)(=O)N2CCCC2)c1)NC1CCCC1 | -23 | 24
C=CCN=C1SC(C)C(=O)N1S(=O)(=O)c1ccccc1 (stereo not given) | -21 | 24
CCc1ccc2c(CN(CC)Cc3nc4ccccc4c(=O)[nH]3)cc(=O)oc2c1 | 41 | 22
O=C(CSCc1nc2ccccc2[nH]1)N1CCN(c2cccc(Cl)c2)CC1 | 38 | 11
Nc1cc(=O)[nH]c(SCC(=O)Nc2cccc(Cl)c2)n1 | 40 | 20
CCC(=O)Nc1cc(C)c(NC(=O)CCc2ccccc2)cn1 | 26 | 31
COc1ccc(OC)c(S(=O)(=O)Nc2ccc(OCC(=O)O)cc2)c1 | -264 | 164
C=CCn1cc(Cl)c(=O)n(CC=C)c1=O | -76 | 60
O=C1CCCC2=C1C(c1ccsc1)CC(=O)N2c1ccccc1 (stereo not given) | 23 | 36

A draw from above in order of number of heavy atoms, highest first.
SMILES	Htt clearance	Htt clearance grain fraction
CCc1ccc2c(CN(CC)Cc3nc4ccccc4c(=O)[nH]3)cc(=O)oc2c1	41	22
O=C(COC(=O)c1ccc(Cl)c(S(=O)(=O)N2CCCC2)c1)NC1CCCC1	-23	24
Nc1cc(=O)[nH]c(SCC(=O)Nc2cccc(Cl)c2)n1	40	20

(continued)
SMILES	Htt clearance	Htt clearance grain fraction
COc1ccccc1NC(=O)c1sc2nc(-c3ccco3)ccc2c1N	-1	43
Cc1cc(C(=O)Nc2cccc(O)c2)co1	34	24
Cc1ccc(-c2cc(C(=O)Nc3cccnc3)c3ccccc3n2)o1	3	43
CCCSc1nc(C)nc2c1c(=O)n(C)c(=O)n2C	29	34
O=C(Nc1cccc(O)c1)c1cccc(S(=O)(=O)N2CCCC2)c1	34	20
Cn1nc(C(F)(F)F)c2cc(C(=O)NC3CC3)sc21	-33	51
O=C(CSCCc1ccccn1)Nc1cccnc1Cl	17	18
CC(C)C(=O)Nc1ccc2oc(-c3cc(F)c(F)cc3Cl)nc2c1	51	10
COc1ccccc1N(C(C)=O)c1nc(C)cc(C)c1C#N	25	14
C=CCNS(=O)(=O)c1ccc(OCC(=O)OCC)cc1	-93	38
CCn1c(SCc2ccccc2Cl)nc2ccccc21	7	36
CC(C)Cn1cnc2c(c(-c3ccccc3)c(-c3ccccc3)n2Cc2ccco2)c1=N	-6	40
CC1(C(=O)NC2CCCCCC2)CCC(=O)N1Cc1ccc2c(c1)OCO2 (stereo not given)	-3	35
O=C1C(=O)N(CNc2ccccn2)c2ccccc21	49	11
Cc1noc(C)c1C(=O)Nc1nc(C23CC4CC(CC(C4)C2)C3)cs1	15	16
O=C(CC1Nc2ccccc2NC1=O)NCC1COc2ccccc2O1 (stereo not given)	-8	44
CC(Sc1nncn1C)C(=O)Nc1nnc(-c2ccccc2)s1 (stereo not given)	0	48
CCOC(=O)C1CCN(C(=O)Cc2cccc3ccccc23)CC1	-17	24
Nc1ncnc2nc(SCC(=O)N3CCN(c4ccccc4)CC3)[nH]c12	17	15
CCOc1ccc(NC(=NCc2ccc3c(c2)OCO3)SC2CC(=O)N(c3ccccc3)C2=O)cc1 (stereo not given)	-13	20
CN(C)/C=C1/C(=O)Nc2ccccc21	-21	44
CCCn1cc(SCC(=O)NCc2ccco2)c2ccccc21	6	20
O=C(O)CC1C(=O)OCN1C(=O)OCc1ccccc1 (stereo not given)	56	15
c1ccc(CC2CCN(Cc3nc(-c4ccccc4)no3)CC2)cc1	-4	20
COc1ccc(CN2CCN(C)CC2)cc1OCc1ccccc1	74*	4.3*
O=C(COC(=O)c1ccc(Br)o1)NCCCc1ccccc1	30	24
CSc1nnc(-c2sc3cc(C(F)(F)F)cnc3c2-c2ccccn2)n1C	30	14
O=C(Nc1cccc(OC(F)(F)F)c1)c1ccc(Br)o1	46	11
C=CCc1c(C)nc(SCC(N)=O)[nH]c1=O	-18	28
Cc1nnc(SCC(=O)N2CCC(C(=O)Nc3nccs3)CC2)n1Cc1ccccc1	2	19
COc1ccc(S(=O)(=O)Cc2ccc(C(=O)NCc3cccnc3)o2)cc1	-7	52
Cc1cc(NC(=O)CSc2nc(C(C)C)nc3c2c(=O)n(C)c(=O)n3C)no1	-4	49
Cc1ccccc1C(=O)Nc1ccc(S(=O)(=O)N2CCN(C)CC2)cc1	14	17
FC(F)(F)c1cnc2c(-c3ccc(Cl)cc3Cl)noc2c1	-19	25
O=C(Nc1ccc2nc(-c3ccco3)[nH]c2c1)c1ccco1	33	26
CCOC(=O)c1ccc(NC(=O)CCc2ccc(C)o2)cc1	32	14
Cn1c(SCC(=O)c2ccc(F)cc2)nc2cccnc21	-31	45
COc1ccc(-c2ccc(OC)cc2C(=O)O)cc1	-33	26
Cn1ncc(N=Cc2ccccc2O)c1C(=O)N1CCOCC1	16	28
CC(=O)Nc1c(C(=O)N2CCCCCC2)cnn1-c1ccccc1Cl	-40	26
CCNc1nc(N2CCOCC2)nc(N(c2ccccc2)c2ccccc2)n1	30	12
COCCCNC(=O)Cn1nnc(-c2ccc(NC(=O)c3ccccc3OC)cc2)n1	30	31
CC(=O)Nc1ccc(NC(=O)CN2CCCC(C)C2)c(Cl)c1 (stereo not given)	33	20
CCCc1nc2ccccc2c(C(=O)OCc2nnc(-c3cc(OC)c(OC)c(OC)c3)o2)c1CC	-8	19
O=C(CSc1ncn[nH]1)c1ccc2c(c1)OCCO2	-50	26
O=C(COc1ccc(F)cc1)N1CCC(c2ccccc2)C1 (stereo not given)	8	17
COc1ccc(-c2nc3ccccc3c(=O)n2CCCN2CCOCC2)cc1	1	19
CS(=O)(=O)Nc1ccccc1C(=O)Nc1ccccc1Cl	-38	25
O=c1c2cnn(-c3ccccc3)c2ncn1Cc1ccccc1	12	18
Cc1ccc(Cn2ccc(NC(=O)c3cc(-c4cccc(Cl)c4)on3)n2)cc1	10	36
CCCCCCOc1ccc(N2C(=O)CC(N3CCC(C(=O)OCC)CC3)C2=O)cc1 (stereo not given)	46	23
CCOC(=O)C1CC=C(Cl)CC1C(=O)Nc1nccs1 (stereo not given)	-47	26
CSc1ncc(C(=O)O)n1-c1ccc(F)cc1	-15	41
O=C(Nc1nc(-c2ccccc2)cs1)c1ccc(Br)o1	-18	44
Brc1ccc(-c2nc3ccccc3s2)s1	-92	39
CC(C)(C)c1ccc(S(=O)(=O)CC(O)CSc2nc3c(cc2C#N)CCCC3)cc1 (stereo not given)	i	322
Cn1c(N2CCC(C(N)=O)CC2)nc2c1c(=O)n(Cc1ccc(Br)cc1)c(=O)n2C	-4	19
CSc1nc2ccccc2cc1/C=C(\C#N)c1ccc(Cl)c(Cl)c1	-75	54
CCCc1cc(=O)oc2c(C)c(O)c(CN3CCCCC3)cc12	32	23
Cc1cccc(NC(=O)CSc2nnc(-c3ccccc3)n2N)c1	-20	48
The list continues:
SMILES	Htt clearance	Htt clearance grain fraction
NC(=O)C1CCN(C(=O)CN(c2cccc(C(F)(F)F)c2)S(=O)(=O)c2ccccc2)CC1	8	34
CCc1ccc(-c2csc3[n+]2CCN3C(C)=O)cc1	-74	69
CCCc1cc(C(=O)OC)c(NC(=O)OCC)s1	50	8.3
COc1ccc(CN(Cc2ccccn2)S(=O)(=O)c2ccc(-n3cnnn3)cc2)cc1	-59	49
Cc1cc(C)cc(NC2=NC3(CCCCC3)N=C(N)N2)c1	-105	40
COc1ccc(NC(=O)CC#N)cc1OC	-11	44
COC(=O)c1ccccc1S(=O)(=O)Nc1ccc(OC)nc1	-10	40
Cc1[nH]c2ccccc2c1C(=O)CN1CCSCC1	19	28
N=c1sccn1CC(=O)Nc1cccc(Oc2ccccc2)c1	-8	40
Cc1nc(=O)c(-c2ccccc2)c(C)n1CCO	-20	48

Some of the compounds tested. The share of hits here may be higher or lower than overall.
